Bioassay records: PubChem, several laboratories
hERG protect: compounds protecting human hERG from proarrhythmic drug block; activation (rescue from dofetilide block), less the hit threshold, % at 10 µM; CHO-hERG, FluxOR thallium flux, dofetilide IC70 present; 0.51% of 310,000 active; Q12809; AID 1511;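 active = activation above the mean of controls blocked by dofetilide plus 5 SD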;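 also: thallium influx through hERG after potassium depolarization seen as dye fluorescence rise; in these data hits start at about 4.7%; inactives centre near -7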
RGS4 pot: RGS4 potentiation or activation; HEK293 M3R/inducible RGS4, carbachol calcium flux Fluo4; hits give low values; B-score at 10 µM; 0.92% of 310,000 active; AID 463111;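 active = B-score of the integrated calcium signal more than 4 SD below the library mean, with starting fluorescence not abnormally high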;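 also: negative B-score means reduced calcium response which marks RGS4 activation or potentiation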
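System – HEK293 FlpIn-TREx cells, stable M3R, doxycycline-inducible RGS4 · Reagent – ECmax carbachol challenge · Times – compound preincubation 20 min at room temperature before agonist · Technique – Fluo4 fluorescence kinetic imaging of calcium · Measure – B score of integrated Fluo4 ratio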
KCNQ1 pot: human KCNQ1 channel potentiation or activation | P51787 | CHO-K1 KCNQ1, thallium flux FluxOR fluorescence; hits give high values | B-score at 10 µM | 0.35% of 310,000 active;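 active = fluorescence ratio B-score, a plate-corrected score, at least three library SD, with initial intensity B-score within 5 SD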
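assay system = KCNQ1-transfected CHO-K1 cells | medium = assay buffer with matched DMSO | probe or stimulus = depolarizing K+/Tl+ stimulus, K2SO4 and Tl2SO4 each 12.5 mM in 5x stock | dosing = single dose | incubation = dye 90 min, compound 20 min, room temperature | detection = kinetic FluxOR fluorescence, 10 s baseline plus 110 s post-stimulus | evaluation = ratio B score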
KCNK3 block: human KCNK3 channel inhibition, primary screen. O14649. B-score at 10 µM. AID 602410. 0.84% of 340,000 active. CHO-KCNK3 thallium flux, FluxOR fluorescence; hits give low values;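 active = B-score under library mean minus 4 SD, starting fluorescence ratio at most library mean plus 5 SD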;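 also: more negative B-score means stronger inhibition of thallium flux through KCNK3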
Target sequence (O14649 whole entry, looked up): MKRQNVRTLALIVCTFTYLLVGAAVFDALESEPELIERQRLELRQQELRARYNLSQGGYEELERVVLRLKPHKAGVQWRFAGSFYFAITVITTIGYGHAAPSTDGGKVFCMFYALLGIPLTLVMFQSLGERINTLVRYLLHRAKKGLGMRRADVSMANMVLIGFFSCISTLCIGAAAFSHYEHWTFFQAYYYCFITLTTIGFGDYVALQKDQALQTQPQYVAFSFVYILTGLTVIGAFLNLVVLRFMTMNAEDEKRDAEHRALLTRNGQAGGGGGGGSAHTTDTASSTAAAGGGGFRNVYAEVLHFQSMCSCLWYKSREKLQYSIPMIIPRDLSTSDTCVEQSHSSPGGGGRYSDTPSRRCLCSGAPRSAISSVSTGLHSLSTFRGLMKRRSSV
Dyrk1A ADPGlo: Dyrk1A (rat) kinase inhibition; Q63470; ADP-Glo luminescence, NFATc1 peptide; inhibition, % at 12.5 µM; 0.43% of 310,000 active; in the data active = inhibition above about 50%;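 also: plate controls were vehicle with enzyme for no effect and no enzyme for full effect; many of its hits are not listed in these tables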
GSK3 alpha inh: human GSK-3 alpha kinase inhibition. P49840. ADP-Glo luminescence, 60 min. inhibition, % at 10 µM. 0.1% of 320,000 active. AID 2650;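 in the data active = inhibition above about 50%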;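 also: GST-tagged GSK-3 alpha with peptide substrate and 25 µM ATP; 0% = DMSO neutral wells and 100% = GW8510 positive control wells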
PolyA inhibitor: inhibitors of polyadenylation in S. cerevisiae. S. cerevisiae SKY197-pL101 polyadenylation reporter, beta-gal luminescence; efflux-impaired pdr1/pdr3 knockout yeast; score 100 = 6 SD above DMSO. calls only at 12 µM. 0.02% of 300,000 active. AID 1875;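 active = lowest replicate activity score at least 50, where 100 means six control SD above control mean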;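 also: yeast exposed to compound for 9 h at 30 °C; higher score means more reporter readthrough which indicates perturbed polyadenylation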
HDAC3 inhib: inhibitors of human histone deacetylase 3 | O15379 | recombinant HDAC3, fluorogenic peptide/trypsin coupled, fluorescence | inhibition, % at 8.3 µM | 0.15% of 320,000 active | AID 2718; in the data active = inhibition above about 26%, passing the limit was not always enough
GSK3beta inhib: blocks human GSK3beta kinase activity | P49841 | GST-GSK3beta kinase, ADP-Glo luminescence, 60 min; hits give low values | activity score (negative = inhibition), % at 10 µM | 0.038% of 300,000 active;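 active = more than half of replicate wells score below -50%, meaning over 50% inhibition versus plate controls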;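 also: 0% = median DMSO wells and -100% = median GW8510 positive control wells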
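test system = GST-tagged human GSK3beta kinase, cell-free | reagent = 25 µM ATP with peptide substrate | dosing = one dose of 10 µM per compound | schedule = 60 min reaction, RT | detection = luminescent ADP-Glo measurement of ADP formed | control set = DMSO neutral wells and GW8510 at 20 µM as positive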
KCNQ1 inh: blocks the human KCNQ1 potassium channel; P51787; CHO-K1 KCNQ1, FluxOR thallium flux fluorescence; hits give high values; B-score at 10 µM; 1.3% of 310,000 active;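 active = compounds whose thallium flux B-score, printed positive for inhibition, exceeds three library SD while starting fluorescence stays within three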;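 also: channel opened by potassium depolarization with thallium stimulus after 20 min compound exposure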
KCNK9 inh: inhibitors of human KCNK9 two-pore domain potassium channel | Q9NPC2 | HEK293 KCNK9, FluxOR thallium flux fluorescence; hits give low values | B-score at 10 µM | 1.2% of 310,000 active;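 active = ratio B-score over 3 SD below the library mean, with starting fluorescence within 5 SD of its mean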;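 also: negative B-score means less thallium flux so channel inhibition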
Target sequence (Q9NPC2 whole entry, looked up, the tested form may be a part): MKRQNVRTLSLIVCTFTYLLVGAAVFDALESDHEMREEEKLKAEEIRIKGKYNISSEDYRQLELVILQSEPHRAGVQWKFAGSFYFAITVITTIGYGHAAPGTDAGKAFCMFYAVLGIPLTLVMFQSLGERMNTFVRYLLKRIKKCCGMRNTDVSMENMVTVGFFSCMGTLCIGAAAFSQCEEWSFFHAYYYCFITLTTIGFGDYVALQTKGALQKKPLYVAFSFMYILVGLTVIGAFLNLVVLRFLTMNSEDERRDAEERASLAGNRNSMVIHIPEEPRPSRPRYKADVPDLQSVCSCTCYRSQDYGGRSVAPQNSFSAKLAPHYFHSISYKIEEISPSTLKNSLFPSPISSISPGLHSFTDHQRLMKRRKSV
* hit, by the source's call. These rows are one share of the data. The share of hits here may be higher or lower than overall.

For COc1ccc(CNCC(O)(c2ccc(Cl)cc2)c2ccc(Cl)cc2)cc1 the results were hERG protect -38, RGS4 pot inactive, KCNQ1 pot inactive, KCNK3 block -9.3*, Dyrk1A ADPGlo 1, GSK3 alpha inh 0, PolyA inhibitor inactive, HDAC3 inhib 5, GSK3beta inhib 1, KCNQ1 inh inactive and KCNK9 inh inactive.
For COc1ccc(-n2nc3c(c2NC(=O)C24CC5CC(CC(C5)C2)C4)CS(=O)C3)cc1 (centres undefined) the results were hERG protect -8, RGS4 pot inactive, KCNQ1 pot inactive, KCNK3 block inactive, Dyrk1A ADPGlo -1, GSK3 alpha inh -6, PolyA inhibitor inactive, HDAC3 inhib 3, GSK3beta inhib 0, KCNQ1 inh inactive and KCNK9 inh inactive.
CCOC(=O)C1C(=O)OC2(CCOC(C)(C)C2)C1C(=O)OCC (centres undefined) was read as hERG protect -2, RGS4 pot inactive, KCNQ1 pot inactive, KCNK3 block inactive, Dyrk1A ADPGlo -4, GSK3 alpha inh -3, HDAC3 inhib -3, GSK3beta inhib 2, KCNQ1 inh inactive and KCNK9 inh inactive.
For Cc1nc(-c2ccc(NC(=O)c3ccccc3C)cc2)cs1 the results were hERG protect -13, RGS4 pot inactive, KCNQ1 pot inactive, KCNK3 block inactive, Dyrk1A ADPGlo 4, GSK3 alpha inh 1, PolyA inhibitor inactive, HDAC3 inhib 5, GSK3beta inhib -1, KCNQ1 inh inactive and KCNK9 inh inactive.
For O=C(CCN1CCN(CCO)CC1)Nc1cccc(Br)c1 the results were hERG protect -4, RGS4 pot inactive, KCNQ1 pot inactive, KCNK3 block inactive, GSK3 alpha inh -2, PolyA inhibitor inactive, HDAC3 inhib 4, GSK3beta inhib 3, KCNQ1 inh inactive and KCNK9 inh inactive.
Screening Cc1ccccc1CN1CCN(CCCc2ccccc2)C(CCO)C1 (centres undefined) returned hERG protect -6, RGS4 pot inactive, KCNQ1 pot inactive, KCNK3 block inactive, Dyrk1A ADPGlo 1, GSK3 alpha inh 0, PolyA inhibitor inactive, HDAC3 inhib 0, GSK3beta inhib 2, KCNQ1 inh inactive and KCNK9 inh inactive.
For C[C@]12C(=O)N(c3cccc(F)c3)C(=O)N1[C@@H]1c3ccccc3OC[C@@H]1[C@H]2c1ccccc1 the results were hERG protect -11, RGS4 pot inactive, KCNQ1 pot inactive, KCNK3 block inactive, Dyrk1A ADPGlo -1, GSK3 alpha inh -3, PolyA inhibitor inactive, HDAC3 inhib 2, GSK3beta inhib 8, KCNQ1 inh inactive and KCNK9 inh inactive.
For Cc1ccc(S(=O)(=O)N2CCOC2CNC(=O)C(=O)NCc2ccc(Cl)cc2)cc1 (centres undefined) the results were hERG protect -6, RGS4 pot inactive, KCNQ1 pot inactive, KCNK3 block inactive, GSK3 alpha inh -2, PolyA inhibitor inactive, HDAC3 inhib -4, GSK3beta inhib -2, KCNQ1 inh inactive and KCNK9 inh inactive.
Screening CCOc1ccccc1CN1CCNC(=O)C1CC(=O)NCCN1CCOC1=O (centres undefined) returned hERG protect -7, RGS4 pot inactive, KCNQ1 pot inactive, KCNK3 block inactive, Dyrk1A ADPGlo 2, GSK3 alpha inh -1, PolyA inhibitor inactive, HDAC3 inhib -1, GSK3beta inhib 3, KCNQ1 inh inactive and KCNK9 inh inactive.
For N#Cc1c(Cl)c(Cl)c2nnc(-c3ccc(Br)cc3)n2c1Cl the results were hERG protect -6, RGS4 pot inactive, KCNQ1 pot inactive, GSK3 alpha inh 27, PolyA inhibitor inactive, HDAC3 inhib 3, GSK3beta inhib 2, KCNQ1 inh inactive and KCNK9 inh inactive.
`CCCC(C)c1nc(C(N)=O)c2[nH]c(=O)n(-c3ccc(OC)cc3OC)c2n1` (centres undefined) gave hERG protect -8, RGS4 pot inactive, KCNQ1 pot inactive, KCNK3 block inactive, Dyrk1A ADPGlo -2, GSK3 alpha inh 0, PolyA inhibitor inactive, HDAC3 inhib 2, GSK3beta inhib 2, KCNQ1 inh inactive and KCNK9 inh inactive.
For CC(C)(C)C(=O)CN1C(=O)NC(C)(Cc2ccc3c(c2)OCO3)C1=O (centres undefined) the results were hERG protect -3, RGS4 pot inactive, KCNQ1 pot inactive, KCNK3 block inactive, Dyrk1A ADPGlo -5, GSK3 alpha inh -1, PolyA inhibitor inactive, HDAC3 inhib 4, GSK3beta inhib -1, KCNQ1 inh inactive and KCNK9 inh inactive.
For O=S(=O)(c1ccc(Cl)cc1)N1CCCc2ccccc21 the results were hERG protect -7, RGS4 pot inactive, KCNQ1 pot inactive, KCNK3 block inactive, Dyrk1A ADPGlo 1, GSK3 alpha inh -1, PolyA inhibitor inactive, HDAC3 inhib 3, GSK3beta inhib -4, KCNQ1 inh inactive and KCNK9 inh inactive.
CN(C=O)CP(=O)(O)CN1CCCCC1 was read as hERG protect -5, RGS4 pot inactive, KCNQ1 pot inactive, PolyA inhibitor inactive, GSK3beta inhib 12, KCNQ1 inh inactive and KCNK9 inh inactive.
CC(=O)N1CCSc2ccc(S(=O)(=O)Nc3ccccc3C)cc21 was read as hERG protect -13, RGS4 pot inactive, KCNQ1 pot inactive, KCNK3 block inactive, Dyrk1A ADPGlo -4, GSK3 alpha inh -1, PolyA inhibitor inactive, HDAC3 inhib 2, GSK3beta inhib 0, KCNQ1 inh inactive and KCNK9 inh inactive.
O=C(Cc1ccc(F)cc1)N1CCN=C1SCc1cccc([N+](=O)[O-])c1 was read as hERG protect -15, RGS4 pot inactive, KCNQ1 pot inactive, KCNK3 block inactive, PolyA inhibitor inactive, GSK3beta inhib 0, KCNQ1 inh inactive and KCNK9 inh inactive.
`CCOC(=O)C1=C(O)C(=O)N(CCCn2ccnc2)C1c1ccc(C)cc1` (centres undefined) gave hERG protect -7, RGS4 pot inactive, KCNQ1 pot inactive, KCNK3 block inactive, Dyrk1A ADPGlo 0, GSK3 alpha inh 3, PolyA inhibitor inactive, HDAC3 inhib -6, GSK3beta inhib 1, KCNQ1 inh inactive and KCNK9 inh inactive.
COC(=O)c1cc(F)c(-n2cncn2)c(F)c1 was read as hERG protect -12, RGS4 pot inactive, KCNQ1 pot inactive, KCNK3 block inactive, Dyrk1A ADPGlo -1, GSK3 alpha inh -5, PolyA inhibitor inactive, HDAC3 inhib 5, GSK3beta inhib -4, KCNQ1 inh inactive and KCNK9 inh inactive.
Screening COc1ccc(NC(=O)C2CCC(=O)N2S(=O)(=O)c2ccc(C)cc2)cc1Cl (centres undefined) returned hERG protect -8, RGS4 pot inactive, KCNQ1 pot inactive, KCNK3 block inactive, Dyrk1A ADPGlo -4, GSK3 alpha inh 15, PolyA inhibitor inactive, HDAC3 inhib 1, GSK3beta inhib 2, KCNQ1 inh inactive and KCNK9 inh inactive.
Screening CCCCn1c2ccc(F)cc2c2nnc(SCCN3CCOCC3)nc21 returned hERG protect -7, RGS4 pot inactive, KCNQ1 pot inactive, KCNK3 block inactive, Dyrk1A ADPGlo 0, GSK3 alpha inh 5, PolyA inhibitor inactive, HDAC3 inhib 1, GSK3beta inhib 0, KCNQ1 inh inactive and KCNK9 inh inactive.
`CSc1ccc(S(=O)(=O)Nc2ccccc2C(=O)N2CCOCC2)cc1` gave hERG protect -10, RGS4 pot inactive, KCNQ1 pot inactive, KCNK3 block inactive, Dyrk1A ADPGlo -6, GSK3 alpha inh 2, PolyA inhibitor inactive, HDAC3 inhib -4, GSK3beta inhib 1, KCNQ1 inh inactive and KCNK9 inh inactive.
Oc1oc(-c2ccccc2)nc1C=Nc1cccc2ccccc12 was read as hERG protect 0, RGS4 pot -7.2*, KCNQ1 pot inactive, KCNK3 block inactive, Dyrk1A ADPGlo -2, GSK3 alpha inh -4, PolyA inhibitor inactive, HDAC3 inhib -1, GSK3beta inhib 5, KCNQ1 inh inactive and KCNK9 inh -9.9*.
`Cc1ccc(S(=O)(=O)N2CCN(S(=O)(=O)c3ccc(C)cc3)C3OCCOC32)cc1` (centres undefined) gave hERG protect -10, RGS4 pot inactive, KCNQ1 pot inactive, KCNK3 block inactive, GSK3 alpha inh 1, PolyA inhibitor inactive, HDAC3 inhib 4, GSK3beta inhib 0, KCNQ1 inh inactive and KCNK9 inh inactive.
For Oc1c(CN2CCOCC2)cc(-c2ccccc2)cc1CN1CCOCC1 the results were hERG protect 35*, RGS4 pot inactive, KCNQ1 pot inactive, KCNK3 block inactive, Dyrk1A ADPGlo -2, GSK3 alpha inh -1, PolyA inhibitor inactive, HDAC3 inhib -2, GSK3beta inhib 3, KCNQ1 inh inactive and KCNK9 inh inactive.
`Cc1ccc(NS(=O)(=O)c2ccc(N/N=C/c3ccncc3)c([N+](=O)[O-])c2)c(C)c1` gave hERG protect -2, RGS4 pot inactive, KCNQ1 pot inactive, KCNK3 block inactive, Dyrk1A ADPGlo 0, GSK3 alpha inh -1, PolyA inhibitor inactive, HDAC3 inhib -7, GSK3beta inhib 3, KCNQ1 inh inactive and KCNK9 inh inactive.
Cc1cc(/C=C2\SC(=Nc3ccccc3)NC2=O)c(C)n1-c1ccc(S(N)(=O)=O)cc1 was read as hERG protect -8, RGS4 pot inactive, KCNQ1 pot inactive, KCNK3 block inactive, Dyrk1A ADPGlo 6, GSK3 alpha inh -4, PolyA inhibitor inactive, HDAC3 inhib 0, GSK3beta inhib 7, KCNQ1 inh inactive and KCNK9 inh inactive.
For CC(=O)CSc1nc2c(c(=O)[nH]c(=O)n2C)n1CCCc1ccccc1 the results were hERG protect -5, RGS4 pot inactive, KCNQ1 pot inactive, KCNK3 block inactive, Dyrk1A ADPGlo 8, GSK3 alpha inh 0, HDAC3 inhib 0, GSK3beta inhib -1, KCNQ1 inh inactive and KCNK9 inh inactive.
For O=C(O)CC(CC(=O)Nc1ccc(-n2ccc(C(F)(F)F)n2)cc1)c1ccccc1 (centres undefined) the results were hERG protect -6, RGS4 pot inactive, KCNQ1 pot inactive, KCNK3 block inactive, Dyrk1A ADPGlo 3, GSK3 alpha inh 2, PolyA inhibitor inactive, HDAC3 inhib -1, GSK3beta inhib -1, KCNQ1 inh inactive and KCNK9 inh inactive.
